Abeta rescue = qHTS for compounds that reverse cellular toxicity of Amyloid beta (A-beta) peptide in yeast: Primary Screen; Potency, µM (titrated, usually from 46.1 µM), without a hit: at the highest dose growth rescue, hits mostly activators; AID 1347071, 2019; yeast expressing A-beta42, growth rescue, OD600, 48 h; response scale: 0% DMSO, 100% iron-clioquinol control; hit rate 0.063% among 410,000; note: potency is the fitted concentration of half-maximal effect; nearly all actives have a fitted effect of over 55% in size
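Growth rescue measured by 600 nm absorbance after 48 h yeast culture at 30 C with compound. Values normalized between DMSO and an equimolar ferric chloride plus clioquinol control.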
IL2 activator = qHTS of IL-2 Activators. IL-2 activation reporter assay, cell-based qHTS; stimulated with anti-CD3/CD4/CD28 beads; in transgenic mouse T cells. activation, % (series mostly up to about 46 µM). hit rate 0.065% among 360,000. AID 652025, 2013; in the data active = activation above about 50%; inconclusive = mostly about 30% to 49%; note: 0% is about no effect
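First, unstimulated transgenic mouse T cells were exposed to compound for 60 min. Next, anti-CD3/anti-CD4-coated beads with anti-CD28 were added. Finally, after 18 h at 37 degrees C, EGFP and DsRed were imaged.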
PI5P4K alpha inh = qHTS for Inhibitors of phosphatidylinositol 5-phosphate 4-kinase (PI5P4K); max response, %; PI5P4Kalpha enzyme, ADP-Glo luminescence, 60 min; hits give low values; Phosphatidylinositol 5-phosphate 4-kinase type-2 alpha (Homo sapiens), P48426; hit rate 1.2% among 330,000; AID 652105, 2013; active = max response of -50% or lower; inconclusive = between -30% and -50%; inactive = -30% or higher; note: value at the top dose of about 77 µM; % is set by controls: 0 for no effect and ±100 for the full control effect
Target sequence (P48426 whole entry, looked up): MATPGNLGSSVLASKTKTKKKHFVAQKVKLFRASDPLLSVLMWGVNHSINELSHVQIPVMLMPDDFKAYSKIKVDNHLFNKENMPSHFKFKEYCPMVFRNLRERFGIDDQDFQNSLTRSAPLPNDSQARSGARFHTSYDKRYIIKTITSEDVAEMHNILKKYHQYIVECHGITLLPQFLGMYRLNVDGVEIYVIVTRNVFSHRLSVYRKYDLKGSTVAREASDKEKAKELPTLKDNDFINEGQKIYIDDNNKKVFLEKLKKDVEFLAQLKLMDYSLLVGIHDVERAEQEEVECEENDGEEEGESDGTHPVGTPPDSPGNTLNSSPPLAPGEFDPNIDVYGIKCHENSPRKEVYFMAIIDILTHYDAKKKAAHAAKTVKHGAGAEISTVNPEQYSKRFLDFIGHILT
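Compounds were pin-transferred onto PI5P4Kalpha and substrate in HEPES pH 7.4 buffer with EGTA, CHAPS and 5% DMSO. ATP (5 microM final) started the reaction, which ran 60 minutes at room temperature before ADP-Glo detection.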
EPAC1 antagonist = qHTS for Antagonist of cAMP-regulated guanine nucleotide exchange factor 3 (EPAC1): primary screen; AID 720709, 2013; Potency, µM (top dose mostly 115 µM), for the others: top-dose activity change, negative = inhibition, actives largely listed as inhibitors; hit rate 0.14% among 360,000; EPAC1 GEF assay, Rap1b-BODIPY-GDP exchange fluorescence;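 note: potency is the fitted concentration of half-maximal effect; plate controls were vehicle for no effect and positive control for full effect; nearly all actives have a fitted effect of over 50% in size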
FUS yeast rescue = qHTS for Suppressors of FUS Proteinopathy: Primary screen using FUS-linked yeast assay | hit rate 0.24% among 390,000 | Potency, µM (series often up to 76.6 µM), inactives show at the highest dose growth rescue (activation), most hits filed as activators | S. cerevisiae FUS-expressing, growth rescue, OD600, 24 h;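 note: potency is the fitted concentration of half-maximal effect; plate controls were DMSO vehicle for no effect and reference control for full effect; nearly all actives have a fitted effect of over 55% in size; some results filed as inactive show a strong effect at the top dose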
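Galactose (2%) drives FUS expression in yeast precultured in raffinose; seeding density OD 0.005. Test compounds incubated 24hr at 30C and 99% humidity before absorbance at 600 nm was measured.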
PLK1 PBD block = qHTS for Inhibitors of PLK1-PDB (polo-like kinase 1 - polo-box domain): Primary Screen; Potency, µM, for inactives: max response, negative = inhibition, usual class: inhibitors; hit rate 2.8% among 360,000; AID 720504, 2013; Plk1 PBD binding of FITC phosphopeptide, fluorescence polarization; note: potency is the fitted concentration of half-maximal effect; series mostly up to about 57 µM; % is set by controls: 0 for no effect and ±100 for the full control effect; nearly all actives have a fitted effect of over 65% in size
Target sequence (P53350 whole entry, looked up, the tested form may be a part): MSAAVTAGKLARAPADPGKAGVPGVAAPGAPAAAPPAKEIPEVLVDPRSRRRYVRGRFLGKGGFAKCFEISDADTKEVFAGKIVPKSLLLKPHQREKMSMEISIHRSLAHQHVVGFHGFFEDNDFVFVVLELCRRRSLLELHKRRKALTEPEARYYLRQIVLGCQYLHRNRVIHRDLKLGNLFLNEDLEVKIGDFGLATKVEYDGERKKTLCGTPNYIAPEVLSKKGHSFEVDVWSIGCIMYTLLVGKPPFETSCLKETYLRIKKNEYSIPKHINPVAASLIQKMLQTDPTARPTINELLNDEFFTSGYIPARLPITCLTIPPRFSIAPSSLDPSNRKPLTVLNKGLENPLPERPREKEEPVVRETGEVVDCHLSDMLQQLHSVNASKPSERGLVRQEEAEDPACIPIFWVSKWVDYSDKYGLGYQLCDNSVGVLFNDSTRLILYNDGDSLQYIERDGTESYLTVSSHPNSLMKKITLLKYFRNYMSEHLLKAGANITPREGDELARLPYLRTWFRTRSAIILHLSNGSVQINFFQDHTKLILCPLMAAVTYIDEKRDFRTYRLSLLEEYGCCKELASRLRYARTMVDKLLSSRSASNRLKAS
EPAC1 agonist = qHTS for Agonist of cAMP-regulated guanine nucleotide exchange factor 3 (EPAC1): primary screen. Rap guanine nucleotide exchange factor 3 (Homo sapiens), O95398. Potency, µM (top dose mostly 154 µM), for the others: at the top dose activation, hits mostly activators. hit rate 0.073% among 360,000. EPAC1 agonist qHTS, biochemical assay; response scale: 100% = response to 6.5 mM cAMP; note: potency is the fitted concentration of half-maximal effect; nearly all actives have a fitted effect of over 60% in size
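Read-out is the fluorescence drop as BODIPY-GDP leaves Rap1B (480 nm excitation, 540 nm emission), recorded every 5 minutes over 30 minutes. Reactions held 100 nM EPAC1, 250 nM Rap1B–BODIPY-GDP and 50 uM GDP, with 6.5 mM cAMP setting full activation.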
WRN helicase inh = qHTS for Inhibitors of WRN Helicase | WRN helicase unwinding, fluorescent forked duplex, kinetic | Potency, µM (doses to about 114 µM), without a hit: at the highest dose activity change, negative = inhibition, actives largely listed as inhibitors | hit rate 0.46% among 360,000; note: potency is the fitted concentration of half-maximal effect; % is set by controls: 0 for no effect and ±100 for the full control effect; nearly all actives have a fitted effect of over 55% in size
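Kinetic red-fluorescence monitoring (525/598 nm) tracks WRN helicase activity after 100 nM fluorophore-quencher forked duplex and 2 mM ATP are added to 20 nM enzyme pretreated 15 min at room temperature with compound.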
* marks the source's active call; other numbers are inactive results; ? = inconclusive; · = not tested or not shown; & = joins results of further samples; [ ] = dose if it differs, or a comment. Unless noted, calls come from the whole dose curve; as a rule, active = well fitted curve in the direction sought with a large enough effect; inconclusive = small, poorly fitted or top-dose-only effect, or another doubt; inactive = no such curve, though single readings can be large; an effect the other way counts as inactive or inconclusive.

SMILES	Abeta rescue	IL2 activator	PI5P4K alpha inh	EPAC1 antagonist	FUS yeast rescue	PLK1 PBD block	EPAC1 agonist	WRN helicase inh
Cc1cc(N)n(-c2ncnc3scc(-c4ccccc4)c23)n1	-5%	-0.1	8	9%	-11%	0%	-10%	8%
COc1cc(C(c2sc3ncnn3c2O)N2CCN(c3ccccc3F)CC2)cc(OC)c1OC (stereo not given)	10%	-0.6	-2	-20%	15%	9%	-13%	-6%
O=C(NCc1ccccc1)c1cccc(OCC(=O)N2CCN(C(=O)c3ccco3)CC2)c1	4%	-3.0	-3	6%	27%	-7%	2%	10%
O=C(CSc1nnc2ccccn12)Nc1ccc2c(c1)OCCO2	5%	4.4	0	3%	-10%	-2%	4%	2%
CCOC(=O)Nc1ccccc1C(=O)Nc1cc(C)cc(C)c1	11%	-3.2	15	?	4%	-15%	7%	-2%
O=c1[nH]c(CSc2ncccn2)nc2c1cnn2-c1ccccc1	10%	3.0	-14	23%	28%	-12%	2%	?
CC(CCc1ccco1)NC(=O)Cn1nc(Cc2ccncc2)c2ccccc2c1=O (stereo not given)	-14%	-1.2	2	-7%	-1%	-19%	-13%	-3%
COCCNC(=O)c1sc2nc(-c3ccccc3)cn2c1C	-7%	1.2	5	2%	·	-8%	2%	-3%
CC(=O)Nc1ccccc1-c1nnc(SCc2ccccc2Cl)[nH]c1=O	4%	0.4	2	0%	15%	-5%	-9%	-2%
Cc1ccc(C(=O)COC(=O)CNS(=O)(=O)c2ccccc2)cc1[N+](=O)[O-]	0%	-0.5	-4	5%	-3%	-9%	-21%	-5%
CCOC(=O)N1CCN(C(=O)COc2ccccc2[N+](=O)[O-])CC1	11%	-0.3	19	1%	4%	-2%	-2%	4%
FCCCOc1ccc(/C=N/OCc2ccc(Cl)cc2)cc1	3%	-1.0	17	-2%	?	-6%	0%	-19%
CC(C)C(C(=O)Nc1ccc2c(c1)OCCOCCOCCOCCO2)N1C(=O)c2ccccc2C1=O (stereo not given)	-19%	-0.1	-1	-12%	17%	-18%	14%	-29%[57.1 µM]
Cc1oc(-c2ccccc2)nc1CC(=O)O	16%	0.1	-6	2%	23%	0%	-7%	5%
CC(C)(C)CC(=O)Nc1nnc(SCC(=O)N2CCCCC2)s1	10%	-3.2	-2	5%	-4%	5%	-7%	2%
COc1cccc(NC(=O)C(C)OC(=O)c2n[nH]c3ccccc23)c1 (stereo not given)	-4%	-0.8	1	-24%	7%	-4%	4%	-4%
Cc1cc(C)c(S(=O)(=O)NCC(=O)NCc2ccco2)c(C)c1	14%	-2.1	1	-7%	1%	-26%	12%	-1%
Cc1ccc(S(=O)(=O)N2CCOCC2)cc1C(=O)Nc1ccc(S(=O)(=O)Nc2nccs2)cc1	-6%	-0.7	-7	-5%	7%	-15%	2%	-10%
CN(C)c1ccc(S(=O)(=O)N2CCCCC2)cc1NC(=O)C1=NN(c2ccccc2)C(=O)CC1	7%	-0.8	-1	6%	-37%	-12%	-2%	-2%
O=C(Nc1ccc2c(c1)OCCO2)C1c2ccccc2OCC(=O)N1CCCN1CCOCC1 (stereo not given)	-6%	0.5	3	-2%	-2%	-5%	10%	2%
O=C(NNC(=O)c1ccc2[nH]c(=O)c(=O)[nH]c2c1)c1cccc(Br)c1	-5%	-0.3	-16	-6%	21%	-18%	-3%	2%
Cc1ccc(N2C(=O)N3[C@H](c4ccc(F)cc4)[C@@H]4C(=O)N(C5CCCCC5)C(=O)[C@@H]4[C@]3(C)C2=O)cc1	2%	-4.0	-65*	-7%	?	-6%	1%	-2%
O=C(Nc1cccc(Cl)c1)Nc1nnc([C@H]2C[C@H](O)[C@@H](CO)O2)s1	-14%	0.2	7	3%	-13%	-7%	7%	1%
O=C1c2cccc3cccc(c23)C(=O)N1CCCn1ccnc1	5%	0.3	-1	-2%	-25%	-2%	6%	-1%
CCOC(=O)c1ccc(N2C(=O)c3n[nH]c(-c4ccco4)c3C2c2cccc([N+](=O)[O-])c2)cc1 (stereo not given)	-10%	-4.7	-17	-4%	·	?	-1%	-4%
COc1ccccc1N(C(=O)c1ccco1)C(C(=O)NC1CCCC1)c1cccs1 (stereo not given)	-10%	6.7	4	-8%	6%	-2%	4%	6%
O=C(CP(=O)(c1ccccc1)c1ccccc1)N/N=C/c1cc(Br)cc(Br)c1O	-24%	-0.9	0	25%	20%	-9%	-3%	-33%[57.1 µM]
COc1cc(OC)cc(C(=O)N(CCCN2C(=O)c3cccc4cccc(c34)C2=O)c2cccc(OC)c2)c1	1%	-0.7	8	4%	·	5%	-2%	4%
O=C(CN1C(=O)C2CCCCC2C1=O)OCC(=O)c1ccc(F)cc1 (stereo not given)	0%	2.5	-6	1%	-20%	-5%	12%	3%
O=C(CCCN1C(=O)/C(=C\c2ccco2)SC1=S)Nc1ccc(O)cc1C(=O)O	-5%	-1.3	?	?	21%	17µM*	-16%	16µM*
N#Cc1c(Cl)cccc1N1CCC(C(N)=O)CC1	-3%	0.8	-1	-4%	-26%	3%	2%	7%
CCC(=O)NC(c1ccccc1)c1c(OC(C)=O)ccc2ccccc12 (stereo not given)	-7%	-0.1	10	-2%	9%	-3%	8%	0%
CCCCC(=O)c1c(O)c2ccccc2oc1=O	-63%[inhibitor]	-0.9	4	0%	1%	-7%	0%	-6%
COc1ccc(C(=O)c2sc3nc(C)cc(-c4cccs4)c3c2N)cc1OC	2%	550*	3	39%[activator]	10%	?	?	-5%
COCCCNC(=O)C(=O)N/N=C/c1ccc(OCC(=O)Nc2cccc(Cl)c2C)c(OC)c1	6%	0.0	14	-2%	11%	-1%	10%	0%
COC(=O)CCC(=O)NC(=S)Nc1ccc(S(=O)(=O)Nc2cc(C)on2)cc1	8%	-1.0	-7	-8%	20%	-24%	0%	-2%
O=Cc1ccc(N2CCCC2)c(F)c1	-7%	-3.5	-1	2%	34%	-7%	-3%	-8%
CCOc1ncccc1C(=O)OCC(=O)Nc1cccc(C(C)=O)c1	9%	-2.4	·	10%	20%	-6%	-6%	4%
CC1(C)CC(=O)C=C(c2cccc(O)c2)C1=O	-8%	0.2	1	4%	-5%	4%	-5%	3%
Cc1ccc(CNC(=O)C2CCCN(S(=O)(=O)c3cccnc3)C2)cc1 (stereo not given)	0%	-0.7	1	0%	20%	-3%	4%	3%
CCOC(=O)Nc1ccc(NC(=O)c2ccccc2F)cc1	-14%	-0.3	-4	-9%	-17%	-16%	12%	2%
COc1ccc2nc(SCC(=O)NCC3CCCO3)c(C#N)cc2c1 (stereo not given)	-9%	-3.7	-15	?	23%	-12%	1%	-26%
CCCCn1nnc(NC(=O)c2ccc(-c3cccc(Cl)c3)o2)n1	2%	-2.2	·	-22%	?	-3%	18%	-16%
CC(C)Oc1ccc(C(=O)NCc2ccco2)cc1	9%	-2.3	-19	-8%	1%	27µM*	-2%	3%
CCOC(=O)c1cc2c(nc1C)-c1cc(Cl)cc(Cl)c1OC2O (stereo not given)	-8%	-0.6	2	-11%	-17%	-18%	6%	-7%
CCOc1ccc2ccccc2c1C1NC(=S)N(C)C(C)=C1C(=O)OC (stereo not given)	-1%	1.1	-5	-20%	4%	-13%	-2%	2%
Cc1ccc(C)c(C(=O)COC(=O)c2nn(C)c(=O)c3ccccc23)c1	-5%	-0.4	3	-8%	·	-11%	11%	-1%
Cc1ccc(-n2c(SCC3CCCCO3)nnc2-c2ccco2)cc1 (stereo not given)	-5%	-0.2	17	-16%	27%	-12%	-2%	2%

Of the compounds above, 3 contain a thiophene ring, fused or not:
SMILES	Abeta rescue	IL2 activator	PI5P4K alpha inh	EPAC1 antagonist	FUS yeast rescue	PLK1 PBD block	EPAC1 agonist	WRN helicase inh
Cc1cc(N)n(-c2ncnc3scc(-c4ccccc4)c23)n1	-5%	-0.1	8	9%	-11%	0%	-10%	8%
COc1ccccc1N(C(=O)c1ccco1)C(C(=O)NC1CCCC1)c1cccs1 (stereo not given)	-10%	6.7	4	-8%	6%	-2%	4%	6%
COc1ccc(C(=O)c2sc3nc(C)cc(-c4cccs4)c3c2N)cc1OC	2%	550*	3	39%[activator]	10%	?	?	-5%

(list continues)
SMILES	Abeta rescue	IL2 activator	PI5P4K alpha inh	EPAC1 antagonist	FUS yeast rescue	PLK1 PBD block	EPAC1 agonist	WRN helicase inh
COc1ccc(Nc2ncc3c(n2)CC(c2ccccc2)CC3=O)cc1 (stereo not given)	7%	-1.5	·	-5%	13%	0%	-8%	-4%
C=CCN1C(=O)C2C(C(=O)NC3CCCC3)C3C=CC2(O3)C1C(=O)NC1CCCC1 (stereo not given)	1%	-0.7	1	4%	8%	-2%	10%	6%
O=C(NCc1ccccc1)c1cccnc1N1CCOCC1	3%	-0.1	8	-1%	-16%	-5%	3%	0%
COC(=O)c1nnn(CC(=O)NC(=O)Nc2cccc(C)c2C)c1C(=O)OC	-6%&-11%	-0.5	2	13%	13%&19%	-3%	9%	-1%
COc1ccc(N(C(C)C(=O)NN=C2CCCCCCC2)S(C)(=O)=O)cc1 (stereo not given)	1%	1.0	-3	1%	0%	27µM*	0%	-3%
S=c1[nH]nc(-c2ccccn2)n1/N=C/c1ccc(Br)s1	11%	0.2	0	-12%	20%	?	-5%	-13%
O=C(Nc1ccccc1C(F)(F)F)c1ncn[nH]1	-18%	-0.1	-3	14%	5%	4%	-7%	-3%
Cc1ccc(NC(=O)Nc2ccc3c(c2)nnn3C)cc1C	-6%	-2.0	-3	26%	-17%	-9%	-3%	12%
CCOc1ccccc1NCN1C(=O)c2ccccc2C1=O	-6%	-3.6	3	-2%	11%	-4%	-12%	-4%
Cc1cc(CSc2ccccc2)ccc1NC(=O)COc1ccccc1	7%	4.2	0	-30%	25%	-2%	0%	-8%
CCCNC(=O)Cn1cnc2sc(C(=O)Nc3ccc4c(c3)OCO4)c(C)c2c1=O	12%	-0.3	·	2%	11%	1%	4%	-4%

Compound activity: PubChem BioAssay, National Center for Advancing Translational Sciences (NCATS)

The order is random (roughly 4.1% active in at least one column).
